# MITF inh = blocks human microphthalmia-associated transcription factor; AlphaScreen MITF homodimerization, bead proximity signal; inhibition, % at 2.6 µM; 650,000 tested, 0.91% active; AID 1259374; in the data active = inhibition above about 50%;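 note: 0% = vehicle wells with protein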
# Target sequence (O75030 whole entry, looked up): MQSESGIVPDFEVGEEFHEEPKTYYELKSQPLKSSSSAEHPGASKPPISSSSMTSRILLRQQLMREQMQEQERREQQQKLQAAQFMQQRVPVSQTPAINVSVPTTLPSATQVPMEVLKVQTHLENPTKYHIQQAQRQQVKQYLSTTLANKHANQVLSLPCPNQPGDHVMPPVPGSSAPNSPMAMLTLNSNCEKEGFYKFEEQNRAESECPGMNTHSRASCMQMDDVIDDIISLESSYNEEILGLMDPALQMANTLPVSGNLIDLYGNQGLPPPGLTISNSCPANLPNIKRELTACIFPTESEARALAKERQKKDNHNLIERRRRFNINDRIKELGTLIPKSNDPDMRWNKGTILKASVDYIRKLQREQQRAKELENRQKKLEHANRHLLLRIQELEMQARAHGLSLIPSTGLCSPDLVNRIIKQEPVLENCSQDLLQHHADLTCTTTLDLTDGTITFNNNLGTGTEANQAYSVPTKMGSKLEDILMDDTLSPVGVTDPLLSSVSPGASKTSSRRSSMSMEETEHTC
# GPR151 ag = activators of human GPR151. PathHunter beta-arrestin GPR151 cells, luminescence. activation, % at 11.2 µM. 650,000 tested, 1% active. AID 1508602; in the data active = activation above about 4.9%;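 note: 0% = median of compound wells and 100% = cells with positive control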
# Target sequence (Q8TDV0 whole entry, looked up): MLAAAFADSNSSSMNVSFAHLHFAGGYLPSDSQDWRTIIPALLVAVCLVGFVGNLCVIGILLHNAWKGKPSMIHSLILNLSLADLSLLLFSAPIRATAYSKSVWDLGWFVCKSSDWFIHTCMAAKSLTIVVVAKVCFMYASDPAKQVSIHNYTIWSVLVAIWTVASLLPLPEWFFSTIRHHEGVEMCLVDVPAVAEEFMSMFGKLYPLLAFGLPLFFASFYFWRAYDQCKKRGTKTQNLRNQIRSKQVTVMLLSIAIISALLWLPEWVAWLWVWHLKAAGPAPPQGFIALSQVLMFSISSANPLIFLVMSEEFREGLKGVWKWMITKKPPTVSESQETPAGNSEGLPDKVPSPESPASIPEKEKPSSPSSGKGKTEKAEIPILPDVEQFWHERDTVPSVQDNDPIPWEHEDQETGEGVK
# FBW7 activator = activators of human E3 ligase FBW7; Q969H0; AlphaScreen FBW7–phospho-cyclin E peptide binding, activator screen; normalized activity (activation), % at 26.1 µM; 650,000 tested, 0.13% active; in the data active = normalized activity above about 1.9%;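 note: purified mutant Fbw7 with reduced substrate affinity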
# TEAD-YAP inh = TEAD-YAP interaction inhibition. 640,000 tested, 1.4% active. HEK-TIYL cells, TEAD-Gal4/YAP UAS-luciferase luminescence. inhibition, % at 9.12 µM; in the data active = inhibition above about 32%;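 note: 0% = median of test compound wells and 100% = reference inhibitor wells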
# Starred values were filed as active, the others as inactive; & = joins results of further samples; ! = repeats disagree.
SMILES,MITF inh,GPR151 ag,FBW7 activator,TEAD-YAP inh
O=C(CSc1nc2cc3c(cc2c(=O)n1CCC(=O)N1CCN(c2ccccc2)CC1)OCO3)Nc1ccc(F)cc1,13,-1.3,0.0,3
Cc1ccc(C(=O)C2Sc3nnc(C)n3NC2c2ccc(N(C)C)cc2)cc1 (centres undefined),6,-0.4,-0.2,-7
CCC(C)NC(=O)C1C2C=CC3(CN(Cc4ccccc4Cl)C(=O)C13)O2 (centres undefined),-5,-0.1,0.1,5
C=CCNc1nc(OC)nc(N2CCC(Cc3ccccc3)CC2)n1,-2,0.1,0.0,0
Cc1nnc(SCC(=O)NCc2ccc(F)cc2)n(N)c1=O,-4,-1.8,-0.2,-6
C[C@@H](OCc1ccccc1)[C@@H]1NC(=O)[C@H]2CN(C(=O)c3ccc(-c4ccccc4)cc3)CCN2C1=O,-4,-0.8,-0.2,-5
NC(=O)c1c(NC(=O)C2C3C=CC(C3)C2C(=O)O)sc2c1CCCCCC2 (centres undefined),12,1.7,0.6,6
CCN=c1scc(-c2ccc(O)c(C(N)=O)c2)n1/N=C/c1ccc(OC)cc1,1,-0.4,-0.1,-5
CCCC(c1nnnn1Cc1cccs1)N1CCN(C2CCCC2)CC1 (centres undefined),14,0.2,0.7,-1
CCC1CCCCN1S(=O)(=O)c1ccc2[nH]c(=O)ccc2c1 (centres undefined),13,-0.2,0.1,2
CC(=O)CC(=O)Nc1ccn(-c2ccccc2)n1,8,-0.3,-0.2,-2
COc1ccccc1N1CCN(C2CCCN(C(=O)c3cncs3)C2)CC1 (centres undefined),9,0.8,-0.1,0
CC(C)C[C@H]1C(=O)N2CCN(C(=O)c3ccc(OC(F)(F)F)cc3)C[C@@H]2C(=O)N1C,9,-0.3,-0.1,4
Cc1[nH]c(=O)[nH]c(=O)c1NC(=O)c1cccc2c(Br)cccc12,0,-0.1,-0.1,5
COc1ccc(S(=O)(=O)NCC(c2ccco2)N2CCN(c3ccccc3F)CC2)cc1OC (centres undefined),-1,1.1,-0.2,-2
O=C1C(Cl)=C(Nc2ccccc2O)C(=O)N1c1ccccc1,9,-0.2,-0.3,-28
CC(C)(C)c1ccccc1OCC(=O)N/N=C/c1cc2c(cc1[N+](=O)[O-])OCO2,4,0.5,0.2,1
COc1cc(/C=N/NC(=S)NCCN2CCOCC2)ccc1OC(=O)c1ccco1,6,0.2,-0.1,5
O=C(O)c1ccc(Cl)c(N2C(=O)Nc3ccccc3N2O)c1,2,-0.5,1.1,4
Cn1c(=O)c2c(ncn2CC(=O)NNC(=O)C23CC4CC(CC(C4)C2)C3)n(C)c1=O,4,-0.8,0.3,6
O=C(CCN1C(=O)C2C3C=CC(C3)C2C1=O)N1CCN(c2ccccc2Cl)CC1 (centres undefined),0,0.6,0.0,-15
Nc1c(-c2nc(-c3ccc4c(c3)OCO4)no2)nnn1CC(=O)Nc1ccc(Cl)cc1,7,-0.8,0.3,3
CCCCC(=O)Nc1ccccc1-c1nnn(CC(N)=O)n1,-1,-0.4,-0.1,3
Cc1cc(C(C)(C)C)ccc1OCCOCCNCCN,5,1.7,0.0,3
CCOc1ccc2c(=O)c(Oc3ccccc3)c(C)oc2c1,2,-1.1,0.0,15
CC(C)NC(=O)c1ccc2c(=O)[nH]c3c(C(=O)NC(C)C)sc(=S)n3c2c1,15,0.0,0.8,6
Cc1ccc(CNC(=O)CNS(=O)(=O)c2ccc3c(c2)C(C)(C)C(=O)N3C)cc1,3,-1.2,0.2,5
OC1CCN(Cc2nnnn2CCc2ccccc2)CC1,-1,-0.4,0.0,-5
c1ccc(-c2nccn2-c2ccnc(Nc3ccc(N4CCOCC4)cc3)c2)cc1,-9,0.0,0.0,-12
O=C(OCc1ccc(Br)cc1)c1ccc([N+](=O)[O-])cc1,27,-1.6,0.1,-7
O=C(Nc1ccc2oc(-c3ccncc3)nc2c1)c1cc2ccccn2n1,15,-0.7,0.6,-10
COc1ccc(Cn2c(=O)c3cccnc3n(CC(=O)Nc3ccccc3OC)c2=O)cc1,5,0.3,0.9,0
CSCC(=O)NC(C)c1cnn(-c2ccccc2C)c1C (centres undefined),5,3.6,0.1,-10
Cc1cc2cc(CNC(=O)c3ccc(Cl)cc3)ccc2[nH]1,-7,0.1,-0.1,-2
COc1ccc(NC(=O)CSc2nc3ccccc3c(=O)n2CCCO)cn1,4,-1.9,-0.1,8
O=C(NCCN1CCN(c2cccc(Cl)c2)CC1)c1nc(-c2cccnc2)no1,1,-0.2,-0.1,-3
O=C(Nc1ccc(O)cc1)c1c(O)c2c([nH]c1=O)CCCC2,4,2.0,-0.1,68*
NC(=O)N/N=c1/oc2ccccc2cc1-c1nc2ccccc2[nH]1,0,-0.3,0.0,-13
Cc1ccc(Cl)cc1S(=O)(=O)NCC(c1cccn1C)N(C)C (centres undefined),23,-0.9,0.2,-2
CCOc1ccc2nc(CN3CCN(Cc4ccsc4)C(CCO)C3)ccc2c1 (centres undefined),14,-2.5,0.0,4
O=C(CSCC(=O)Nc1ccc(Cl)cc1)Nc1ccccc1,16,-1.4,-0.1,-2
O=C(NCC(c1cccs1)S(=O)(=O)c1ccc(F)cc1)c1cccc([N+](=O)[O-])c1 (centres undefined),-6,0.1,-0.1,13
CCN1CCN(C(=O)c2sc3ncnc(N4CCN(c5ccccc5OC)CC4)c3c2C)CC1,1,0.3,-0.1,16
CCCCCCCc1nn2c(N)c(C=C3C=CC(=O)C=C3)c(=O)nc2s1,-7,-0.3,0.0,-12
Cc1nc(NC2CCCCC2)cc(-c2ccccc2F)n1,6,0.3,-0.1,-15
O=C1C2ON(c3ccccc3)C(c3ccccc3O)C2C(=O)N1c1ccc(F)cc1 (centres undefined),14,1.2,0.0,-1
C[N+]12CCCC3CN4C(=O)CCCC4C(CCC1)C32 (centres undefined),-3,3.1,0.4,3
Cc1cc(C)nc(N(C#N)CN2C(=O)c3ccccc3C2=O)n1,14,-0.3,-0.2,-6
CC(=O)Nc1c(C(=O)Nc2ccc(C)c(C)c2)nnn1-c1ccc(C)cc1,2,-0.9,0.0,-20
CCOc1ccc(NC(=O)C(=O)NCc2ccco2)cc1,15,1.8,0.2,6
# Remaining list, next part:
SMILES,MITF inh,GPR151 ag,FBW7 activator,TEAD-YAP inh
CC1=C(C(=O)Nc2ccccc2)C(c2ccccc2)C(C#N)=C(SCC(=O)Nc2ccc(C)cc2C)N1 (centres undefined),13,3.0,0.2,9
COc1ccc(CN2CCNC(=O)C2CC(=O)NC2CCC2)c(OC)c1 (centres undefined),-9,0.9,0.0,-3
O=C1OC(c2ccc3c(c2)OCO3)=N/C1=C\c1ccc(-c2ccc(Cl)cc2)o1,21,-1.2,0.1,-5
COc1ccc(NC2=C(C(C)=O)C(c3cccc(OC)c3)C(C(C)=O)C(C)(O)C2)cc1 (centres undefined),-11,0.6,-0.2,3
COc1ccc2oc(=O)c(-c3csc(Nc4ccc(F)cc4)n3)cc2c1,3,-0.4,0.2,0
Cc1ccc(Nc2c(C(=O)N3CCOCC3)cnc3ccccc23)cc1C,-5,-0.1,-0.1,-6
CN(C)CCCN(CCCN(C)C)Cc1ccc(C(F)(F)F)cc1,54*,-0.4,-0.1,-2
CC1=C(C(N)=O)C(c2cccc(OCc3ccccc3)c2)n2nnnc2N1 (centres undefined),-4,1.3,0.1,-20
CCc1cc2c(=O)c(-c3nc4ccccc4s3)coc2c(CN2CCCCC2)c1O,7,0.4,-0.2,-4
O=C(NCCCSc1ccccn1)Nc1ncccn1,-9,0.3,-0.2,-7

# The last six entries of the section before come first, to join the parts.
SMILES,MITF inh,GPR151 ag,FBW7 activator,TEAD-YAP inh
COc1ccc2oc(=O)c(-c3csc(Nc4ccc(F)cc4)n3)cc2c1,3,-0.4,0.2,0
Cc1ccc(Nc2c(C(=O)N3CCOCC3)cnc3ccccc23)cc1C,-5,-0.1,-0.1,-6
CN(C)CCCN(CCCN(C)C)Cc1ccc(C(F)(F)F)cc1,54*,-0.4,-0.1,-2
CC1=C(C(N)=O)C(c2cccc(OCc3ccccc3)c2)n2nnnc2N1 (centres undefined),-4,1.3,0.1,-20
CCc1cc2c(=O)c(-c3nc4ccccc4s3)coc2c(CN2CCCCC2)c1O,7,0.4,-0.2,-4
O=C(NCCCSc1ccccn1)Nc1ncccn1,-9,0.3,-0.2,-7
C/C(=N\Nc1ccc([N+](=O)[O-])cc1S(=O)(=O)N1CCOCC1)c1cccs1,-8,6.3*,-0.1,4
Cc1cccc(-n2ncc3c(N)ncnc32)c1,12,0.0,0.0,-22
CCOc1ccc(CCNC(=O)CCc2nc(-c3ccc(OC)cc3)no2)cc1OCC,-6,0.6,0.1,-5
O=C1CC(N2CCN(Cc3ccccc3)CC2)C(=O)N1c1ccc(F)cc1F (centres undefined),1,2.7,0.1,4
CC1=C(C(=O)N2CCOCC2)C(c2ccc([N+](=O)[O-])cc2)C2=C(CC(C)(C)CC2=O)N1 (centres undefined),6,0.1,0.1,1
Cc1cccn2c(CNCc3cnn(-c4cccc(F)c4)c3)c(C(=O)N3CCCCC3)nc12,12,2.8,0.0,-5
NCCNCCOCCOc1cccc(Cl)c1,23,-0.4,-0.1,7
CCCc1nc(C(C)(C)O)c(C(=O)OCc2oc(=O)oc2C)n1Cc1ccc(-c2ccccc2-c2nn[nH]n2)cc1,-9&8&-4,11*!,0.0&0.4&-0.2,-1&-3
Cc1cc(C(=O)C(F)(F)F)c(C)n1-c1ccc([N+](=O)[O-])cc1,10,1.5,-0.3,-9
CCCCNC(=S)NC(=O)c1ccc(C)cc1,23,1.3,0.4,-34

# Laid out differently: results already given
CC1=C(C(=O)N2CCOCC2)C(c2ccc([N+](=O)[O-])cc2)C2=C(CC(C)(C)CC2=O)N1 (centres undefined)
  MITF inh = 6 | GPR151 ag = 0.1 | FBW7 activator = 0.1 | TEAD-YAP inh = 1
Cc1cccn2c(CNCc3cnn(-c4cccc(F)c4)c3)c(C(=O)N3CCCCC3)nc12
  MITF inh = 12 | GPR151 ag = 2.8 | FBW7 activator = 0.0 | TEAD-YAP inh = -5
NCCNCCOCCOc1cccc(Cl)c1
  MITF inh = 23 | GPR151 ag = -0.4 | FBW7 activator = -0.1 | TEAD-YAP inh = 7
CCCc1nc(C(C)(C)O)c(C(=O)OCc2oc(=O)oc2C)n1Cc1ccc(-c2ccccc2-c2nn[nH]n2)cc1
  MITF inh = -9&8&-4 | GPR151 ag = 11*! | FBW7 activator = 0.0&0.4&-0.2 | TEAD-YAP inh = -1&-3

# A second format for seven compounds above:
canonical_smiles	MITF inh	GPR151 ag	FBW7 activator	TEAD-YAP inh
Cc1cccc(-n2ncc3c(N)ncnc32)c1	12	0.0	0.0	-22
CCOc1ccc(CCNC(=O)CCc2nc(-c3ccc(OC)cc3)no2)cc1OCC	-6	0.6	0.1	-5
O=C1CC(N2CCN(Cc3ccccc3)CC2)C(=O)N1c1ccc(F)cc1F (centres undefined)	1	2.7	0.1	4
CC1=C(C(=O)N2CCOCC2)C(c2ccc([N+](=O)[O-])cc2)C2=C(CC(C)(C)CC2=O)N1 (centres undefined)	6	0.1	0.1	1
Cc1cccn2c(CNCc3cnn(-c4cccc(F)c4)c3)c(C(=O)N3CCCCC3)nc12	12	2.8	0.0	-5
NCCNCCOCCOc1cccc(Cl)c1	23	-0.4	-0.1	7
CCCc1nc(C(C)(C)O)c(C(=O)OCc2oc(=O)oc2C)n1Cc1ccc(-c2ccccc2-c2nn[nH]n2)cc1	-9&8&-4	11*!	0.0&0.4&-0.2	-1&-3

# Later entries:
SMILES,MITF inh,GPR151 ag,FBW7 activator,TEAD-YAP inh
CC(C)[C@H](NC(=O)c1ccccc1F)C(=O)NCc1ccc(Cl)cc1,0,-1.6,-0.1,-11
Cc1nnc2c3c(-c4ccc(C(C)C)cc4)csc3ncn12,-2,1.6,0.1,22
CN(C)C(=O)CN(c1ccc(OCc2ccccc2)cc1)S(C)(=O)=O,4,4.7,0.0,8
COC(=O)c1cc(S(=O)(=O)Nc2c(C)cccc2C)c[nH]1,8,-0.4,0.2,9
COCCOC(=O)C1=C(C)NC2=C(C(=O)CC(C)(C)C2)C1c1cc(OC)ccc1OC (centres undefined),-3,0.7,0.1,3
CC(C)n1c(=O)n(CC(=O)N2CCN(C(=O)c3ccco3)CC2)c2cccnc21,14,0.0,0.1,24

# High-throughput results (PubChem BioAssay)
